Compound activity: PubChem BioAssay, several laboratories
RBBP9 inh: blocks human serine hydrolase RBBP9; inhibition, % at 7.94 µM; O75884; 220,000 compounds, 0.2% hits; recombinant RBBP9, FP-Rh probe fluorescence polarization;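 active = inhibition above the campaign mean of all tested compounds plus 3 SD, cut at about 14% in these data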;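 also: plate controls were DMSO wells with RBBP9 for no effect and wells lacking RBBP9 protein for full effect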
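Material: RBBP9 protein. Amount: RBBP9 at 2.5 µM in dispensed solution, before mixing. Schedule: 30 min then 45 min, 25 °C. Medium: Tris buffer pH 8.0, NaCl, Pluronic. Measured by: fluorescence polarization. Measure: percent inhibition from mP, scaled between DMSO and no-protein wells. Replication: one well per compound.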
BaF3 parental: parental Ba/F3 viability inhibition as JAK2V617F counter-screen; CellTiter-Glo ATP luminescence; inhibition, % at 5.6 µM; AID 1486; 220,000 compounds, 1.1% hits;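 active = inhibition above a per-campaign cutoff, the mean inhibition of all tested compounds plus 3 SD, cut at about 27% in these data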;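 also: 0% = DMSO wells and 100% = JAK Inhibitor I control wells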
p97 inhibitor: blocks human p97 ATPase activity; P55072; recombinant p97 ATPase, Kinase-Glo ATP luminescence, 3 h; inhibition, % at 8 µM; 220,000 compounds, 0.42% hits; in the data active = inhibition above about 15%;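 also: 0% = DMSO vehicle and 100% = wells lacking enzyme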
Tb hexokinase: T. brucei hexokinase 1 inhibition; recombinant TbHK1, G6PDH-coupled NADH A340; inhibition, % at 10 µM; 220,000 compounds, 0.11% hits; AID 1430;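 active = inhibition of 50% or more in the single-dose primary screen; inactive = inhibition below 50%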
Furin inhibitor: blocks human furin protease activity; P09958; purified furin, fluorogenic substrate cleavage; inhibition, % at 30 µM; 220,000 compounds, 0.061% hits; in the data active = inhibition above about 25%; also: inactives centre near -15
Target sequence (P09958 108-714 limits assumed): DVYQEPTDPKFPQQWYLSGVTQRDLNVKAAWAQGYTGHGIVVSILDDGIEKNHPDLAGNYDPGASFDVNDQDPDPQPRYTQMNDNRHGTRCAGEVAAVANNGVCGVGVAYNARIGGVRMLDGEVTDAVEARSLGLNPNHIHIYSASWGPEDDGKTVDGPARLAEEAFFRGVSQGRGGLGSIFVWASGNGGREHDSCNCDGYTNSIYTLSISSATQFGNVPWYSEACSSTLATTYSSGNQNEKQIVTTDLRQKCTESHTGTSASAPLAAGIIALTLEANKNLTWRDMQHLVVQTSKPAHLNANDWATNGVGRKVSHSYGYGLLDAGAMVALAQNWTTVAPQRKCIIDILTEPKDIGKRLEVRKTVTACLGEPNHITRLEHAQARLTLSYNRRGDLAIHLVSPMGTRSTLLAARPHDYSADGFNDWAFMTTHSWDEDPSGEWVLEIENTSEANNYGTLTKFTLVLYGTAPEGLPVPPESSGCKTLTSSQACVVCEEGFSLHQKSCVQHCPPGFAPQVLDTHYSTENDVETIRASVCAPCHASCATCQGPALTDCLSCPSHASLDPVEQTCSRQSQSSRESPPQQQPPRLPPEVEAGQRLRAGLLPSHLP
Ba/F3 V617F tox: reduce viability of Ba/F3 cells dependent on JAK2V617F; Ba/F3 EpoR-JAK2V617F viability, ATP luminescence; inhibition, % at 5.6 µM; 220,000 compounds, 1.1% hits;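 active = inhibition above the campaign mean plus 3 SD over all tested compounds, cut at about 24% in these data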;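 also: cytokine-independent growth of Ba/F3 cells driven by EpoR plus mutant JAK2; 0% = DMSO-treated cells and 100% = JAK inhibitor I control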
p47phox inh: p47phox (human) inhibition. 220,000 compounds, 0.53% hits. inhibition, % at 24.7 µM. p47phox/p22phox peptide binding, fluorescence polarization, 2 h. P14598;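 active = inhibition above about 30%, limit read from the data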;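 also: 0% = p47phox with labelled peptide and 100% = labelled peptide alone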
Target sequence (P14598 whole entry, looked up): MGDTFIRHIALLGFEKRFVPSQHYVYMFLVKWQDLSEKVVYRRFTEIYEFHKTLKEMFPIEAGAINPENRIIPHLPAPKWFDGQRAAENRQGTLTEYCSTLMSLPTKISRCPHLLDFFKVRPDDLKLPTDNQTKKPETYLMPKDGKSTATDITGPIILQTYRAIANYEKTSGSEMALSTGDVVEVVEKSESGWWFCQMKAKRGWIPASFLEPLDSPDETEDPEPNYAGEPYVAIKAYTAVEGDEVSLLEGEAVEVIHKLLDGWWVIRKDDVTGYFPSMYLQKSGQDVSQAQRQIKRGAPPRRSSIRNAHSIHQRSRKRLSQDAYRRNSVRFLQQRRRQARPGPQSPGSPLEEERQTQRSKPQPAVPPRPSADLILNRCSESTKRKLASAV
PPC-1+TRAIL kill: PPC-1 cancer cell killing with TRAIL present | PPC-1 cells + TRAIL, ATPLite viability luminescence | cell killing (% activity), % at 4 µM | 220,000 compounds, 0.41% hits | AID 1443;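 active = cell killing above 50% in the first pass at 4 µM, then a duplicate retest at 5 µM averaging 50% or more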;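 also: plate controls were cells with TRAIL plus DMSO for no effect and medium-only wells lacking cells for full effect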
PGE2 EP2 inh: blocks the human prostaglandin E2 receptor EP2; C6 glioma cells expressing human EP2, cAMP TR-FRET; cells stimulated with saturating PGE2; inhibition, % at 25 µM; 260,000 compounds, 0.52% hits;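 active = percent inhibition above 40 after rounding to a whole number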;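 also: rat C6 glioma host cells with rolipram phosphodiesterase inhibitor present; the protocol text gives 20 µM as final concentration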
* marks the source's active call; other numbers are inactive results; . = no result given; & = joins results of further samples; [ ] = remark or other dose. This is a subset; rates above refer to the full screens.

SMILES	RBBP9 inh	Furin inhibitor	Ba/F3 V617F tox	PGE2 EP2 inh	PPC-1+TRAIL kill	p97 inhibitor	Tb hexokinase	BaF3 parental	p47phox inh
Cc1cccc(NC(=O)C2CCCN(c3nc(C)cc(C)n3)C2)c1 (stereo unspecified)	-4.7	-16.3	-3.1	0.1	4.6	4.7	3.3	2.5	-1.2
COc1cccc(CNC(=S)NC2CC2)c1	-7.5	-12.6	0.7	4.3	4.3	2.5	-5.7	5.6	.
COc1ccc(NC(=O)C2CCC(C)(C(=O)O)C2(C)C)cc1 (stereo unspecified)	-3.9	-15.0[20 µM]	-4.0	8.8	-2.9	6.4	-5.7	3.1	-7.4
O=C(CCS(=O)(=O)c1cccs1)Nc1ccc(C(=O)NCc2ccccc2)cc1	-4.8	-1.7[20 µM]	3.2	6.0	-22.0	1.0	0.9	3.4	2.5
O=C(COC(=O)c1ccc(Cl)c(S(=O)(=O)N2CCCCCC2)c1)Nc1ccccc1	-9.9	-4.8	-0.6	1.8	40.4	2.5	4.2	0.3	-15.6
CCn1c(CCCOc2ccc(Cl)cc2Cl)nnc1SCC(=O)Nc1cccc(F)c1	-4.5	-15.5[20 µM]	-1.7	9.6	11.5	1.2	-3.7	-1.3	-116.5
COc1ccc(N(C)S(=O)(=O)c2cccc(C(=O)NCC3CCCO3)c2)cc1 (stereo unspecified)	-3.9	-3.4[20 µM]	2.0	10.5	-3.5	-0.1	-7.9	5.8	-3.9
COc1ccc(-c2nn(-c3ccccc3)cc2/C=C/C(=O)N2CCOCC2)cc1OC	-9.5	-19.3	3.5	8.6	21.1	0.1	-20.1	3.3	-13.7
CCc1ccc(-n2c(C)n[nH]c2=S)cc1	-6.7	-11.9	-0.8	6.7	3.8	4.0	-2.1	0.1	-2.4
COc1ccc(C(CCNCc2ccccc2F)c2ccc(F)cc2)cc1 (stereo unspecified)	-2.4	-7.1	0.8	6.8	30.8	-1.3	17.6	5.7	-14.5
CCOC(=O)CSc1nnc(-c2ccco2)n1-c1ccccc1	0.6	-23.3	-1.8	18.5&4.2	12.0	6.9	-1.0	-0.9	3.2
S=c1[nH]c2ccccc2n2cccc12	-1.0	-3.1	-1.7	8.3	-10.2	9.0	-60.3	-0.6	-13.8
Cc1ccc(SCc2[nH]nc3c2C(c2ccc(C)o2)C(C#N)=C(N)O3)cc1 (stereo unspecified)	-8.4	3.9	2.1	16.5	-3.2	-0.6	2.5	3.4	5.0
Cc1cc(C)c(C)c(S(=O)(=O)N2CCN(c3ccc(O)cc3)CC2)c1C	2.4	-11.1	7.2	5.0	-14.8	1.7	-3.4	9.6	-10.7
CS(=O)(=O)N(CC(=O)N1CCC(C(N)=O)CC1)C1CCCCC1	-7.4	-30.8	-1.3	3.6	-10.0	2.6	2.7	5.9	-10.5
CC(NC(=S)Nc1ccc(S(=O)(=O)N2CCOCC2)cc1)C1CC2CCC1C2 (stereo unspecified)	-18.3	-3.0	3.2	3.8	-0.9	-3.6	-5.7	-7.0	-21.0
CCN(CC)CCC(c1ccc2c(c1)OCO2)c1c(OC)cc(OC)c2ccc(=O)oc12 (stereo unspecified)	.	-21.1	.	11.9	-0.2	.	-30.9	.	-12.5
Cn1c(=O)c2c(-c3ccc(C(C)(C)C)cc3)n(CC3CCCO3)cc2n(C)c1=O (stereo unspecified)	-0.8	-18.1[20 µM]	-1.6	5.2	-4.8	-1.2	-7.2	-1.0	3.0
O=S1(=O)C=C(Sc2nc3cc(Cl)ccc3o2)c2ccccc21	-2.8	-30.5	44.0*	10.9	11.4	3.1	-10.4	7.1	-108.9
Cc1cc([N+](=O)[O-])cc([N+](=O)[O-])c1NCC(C)C	-7.8	-10.0	-1.2	4.8	22.8	-0.2	-9.0	6.2	2.5
CCOc1ccc2nc(SCC(=O)Nc3cc4c(cc3C(C)=O)OCO4)[nH]c2c1	-3.0	-17.7	0.7	14.1	5.2	-1.9	-7.5	4.3	-14.0
Cc1cc(NC(=O)C2(c3ccccc3)CCCC2)no1	4.3	5.0[20 µM]	-5.9	14.7	4.6	4.6	-2.4	4.2	-2.2
COc1ccc(S(=O)(=O)NCCc2nnc3ccc(SCC(=O)Nc4cc(C)on4)nn23)cc1	0.7	-15.7	0.9	1.6	-1.4	4.8	-8.3	3.9	5.7
CS(=O)(=O)N1CCN(c2ccc([N+](=O)[O-])cc2C(F)(F)F)CC1	0.2	-11.2	-2.6	2.0	-2.2	2.5	-19.7	-2.1	-11.8
O=C(c1ccc(Oc2ccc(C(F)(F)F)cc2[N+](=O)[O-])cc1)N1CCOCC1	4.0	-6.6	2.0	7.5	37.1	1.7	27.1	7.6	-8.7

Arranged by the number under RBBP9 inh (highest first): 3 of the compounds above.
Compound,RBBP9 inh
Cc1cc(NC(=O)C2(c3ccccc3)CCCC2)no1,4.3
S=c1[nH]c2ccccc2n2cccc12,-1.0
CC(NC(=S)Nc1ccc(S(=O)(=O)N2CCOCC2)cc1)C1CC2CCC1C2 (stereo unspecified),-18.3

The main list resumes; the two compounds before the break are reprinted first.
SMILES	RBBP9 inh	Furin inhibitor	Ba/F3 V617F tox	PGE2 EP2 inh	PPC-1+TRAIL kill	p97 inhibitor	Tb hexokinase	BaF3 parental	p47phox inh
CS(=O)(=O)N1CCN(c2ccc([N+](=O)[O-])cc2C(F)(F)F)CC1	0.2	-11.2	-2.6	2.0	-2.2	2.5	-19.7	-2.1	-11.8
O=C(c1ccc(Oc2ccc(C(F)(F)F)cc2[N+](=O)[O-])cc1)N1CCOCC1	4.0	-6.6	2.0	7.5	37.1	1.7	27.1	7.6	-8.7
COc1ccc(NC(=O)c2nc[nH]c2C(=O)NCC(=O)OC(C)(C)C)cc1	.	-20.0	.	8.0	2.1	.	-10.5	.	9.8
O=C(Nc1cc(C(F)(F)F)ccc1Cl)C(Sc1ccccn1)c1ccccc1 (stereo unspecified)	-6.4	-11.9	-1.4	10.6	5.9	-6.2	-0.7	0.4	-2.8
CCC(C)NCCOc1ccccc1C (stereo unspecified)	-1.5	-6.0	3.5	10.9	27.7	-3.1	10.6	-1.8	3.0
CCCCCCc1cc2cc(C(=O)NC)c(=N)oc2cc1O	-8.6	-22.3	-0.9	16.6	19.8	3.1	20.5	2.5	.
COc1ccccc1C1N(c2ccc(F)cc2)C(=O)C2CCCN21 (stereo unspecified)	4.4	-11.5[20 µM]	-1.0	12.0	3.3	2.9	2.6	0.6	-0.1
O=C(NCc1ccccc1)c1ccc2c(=O)n(CC3CCCO3)c(=S)[nH]c2c1 (stereo unspecified)	-6.7	-16.0[20 µM]	-1.4	5.3	5.9	-0.3	-2.0	1.7	-54.9
CC1(C)CC(=O)C2=C(C1)N(CC1CCCO1)C(=O)NC2(C(F)(F)F)C(F)(F)F (stereo unspecified)	-1.9	-23.5[20 µM]	-2.2	-1.2	26.3	6.0	3.8	38.0*	-11.3
COc1ccccc1N1CCN(C(=O)c2coc(=O)c(Br)c2)CC1	1.2	-36.3	-0.7	11.5	15.9	-2.0	-38.3	-3.4	-5.7
CCOC(=O)C1C(=O)CC(=O)CC1CC(C)SCC (stereo unspecified)	-0.6	-20.3[20 µM]	-0.7	9.2	11.4	0.5	3.4	-0.3	79.3*
O=C(c1cccnc1)N1CCN(C/C=C/c2ccccc2)CC1	2.2	-26.3	0.4	2.5	-7.8	0.1	-7.7	5.6	-16.5
Cc1ccnc(NC(=O)c2sc3cc(Cl)ccc3c2Cl)c1	-6.9	-17.9	-0.1	3.4	27.9	6.3	-7.1	4.0	-0.1
C=CCn1cnc2c(NCc3ccccc3)ncnc21	-9.0	-18.8[20 µM]	1.8	11.6	23.7	-1.5	1.3	0.5	-13.4
CCS(=O)(=O)NCc1ccc2c(c1)cc(C)n2C	-4.2	-32.4	2.4	8.0	-19.4	5.1	-2.6	4.2	-4.8
COc1cc([N+](=O)[O-])cc2sc(NC(=O)C(C)(C)C)nc12	7.4	-9.2	-7.1	7.4	-16.6	1.7	-8.2	-6.0	-3.7
Cc1ccc([N+](=O)[O-])cc1NC(=O)Nc1onc(C)c1C	-6.6	-7.0	1.8	21.4	9.4	3.2	8.6	-3.1	-11.6
Cc1ccc(CC23CN4CCN(CC(C4)C2O)C3)c(C)c1 (stereo unspecified)	-10.7	-24.1[20 µM]	-0.6	1.6	17.4	2.5	-0.8	2.1	2.5
CCn1c(SCc2nc3sc(C(=O)O)c(C)c3c(=O)[nH]2)nc2ccccc21	-0.1	-13.1[20 µM]	-1.4	.	0.2	12.3	-10.7	3.0	-41.2
O=C(Nc1ccc(F)cc1)NC1CCN(Cc2c(F)cccc2Cl)CC1	-7.1	-3.5	-4.7	14.2	4.6	5.6	0.7	1.9	-9.6
CCc1cccc(C)c1NC(=O)Nc1ccc2c(c1)OCO2	6.7	-16.3	-3.3	8.2	19.7	6.8	-4.4	7.2	-5.8
CC1CC(C)CN(C(=O)COC(=O)c2cc3ccccc3cc2O)C1 (stereo unspecified)	-3.2	-13.1	-2.0	5.2	-13.8	-0.1	-9.7	3.2	5.3
Cc1cccc(NC(=S)NC2CC3CCC(C2)N3Cc2ccco2)c1 (stereo unspecified)	-3.5	-19.6[20 µM]	2.2	9.5	14.4	2.1	-2.4	2.5	-7.7
COc1ccc(C(=O)N2CCC(N3CCN(c4ccccc4)CC3)CC2)cc1OC	0.0	-11.6	1.5	2.7	-1.1	5.9	-4.1	3.0	-39.4
O=C(c1ccccn1)N1CCN(C(=O)c2ccccn2)CC1	6.3	-10.5[20 µM]	-3.8	1.6	10.5	3.5	1.1	4.2	-12.4
C=CCOc1c(Br)cc(C2NC(=O)NC(C)=C2C(C)=O)cc1OCC (stereo unspecified)	-0.8	-13.2[20 µM]	-1.3	7.2	-6.0	-3.2	-2.1	6.6	-39.4

Shown as a hit in p47phox inh, of those listed so far:
molecule | RBBP9 inh | Furin inhibitor | p97 inhibitor | Tb hexokinase | p47phox inh
CCOC(=O)C1C(=O)CC(=O)CC1CC(C)SCC (stereo unspecified) | -0.6 | -20.3[20 µM] | 0.5 | 3.4 | 79.3*
